aSyn yeast inh: inhibitors of alpha-synuclein toxicity in yeast; Yeast expressing alpha-synuclein, growth rescue, BacTiter-Glo, 24 h; Potency, µM (series often up to 46.1 µM), without a hit: at the highest dose growth rescue (activation), most hits filed as activators; 370,000 tested, 0.14% active; AID 652106; further: potency means the concentration at half of the fitted maximal effect; % of control where 0% means no effect; nearly all actives have a fitted effect of over 65% in size
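Screening used galactose-induced yeast with toxic alpha-synuclein levels, exposed to compound for 24 hr at 30 deg C. Cell growth, read with BacTiter-Glo luminescence, gave the measured signal.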
Abeta yeast res: A-beta toxicity reversal in yeast | 410,000 tested, 0.063% active | Potency, µM (series often up to 46.1 µM), inactives show at the highest dose growth rescue, usual class: activators | yeast expressing A-beta42, growth rescue, OD600, 48 h; response scale: 0% DMSO, 100% iron-clioquinol control; further: potency means the concentration at half of the fitted maximal effect; nearly all actives have a fitted effect of over 55% in size
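Growth rescue measured by 600 nm absorbance after 48 h yeast culture at 30 C with compound. Values normalized between DMSO and an equimolar ferric chloride plus clioquinol control.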
TDP-43 yeast inh: inhibitors of TDP-43 toxicity in yeast | AID 652104 | TDP-43 expressing yeast growth rescue, BacTiter-Glo, 24 h | Potency, µM (top dose mostly 46.1 µM), inactives show top-dose growth rescue (activation), hits mostly activators | 410,000 tested, 1.8% active; further: potency means the concentration at half of the fitted maximal effect; % of control where 0% means no effect; nearly all actives have a fitted effect of over 50% in size
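Yeast expressing TDP-43 (pregrown in raffinose, seeded at OD600=0.02 in galactose medium) exposed to compounds 24 hr at 30 deg C. Growth read by BacTiter-Glo luminescence; rescue of toxicity appears as increased signal.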
FUS yeast rescue: FUS proteinopathy suppression in yeast; S. cerevisiae FUS-expressing, growth rescue, OD600, 24 h; Potency, µM (titrated, usually from 76.6 µM), for the others: at the top dose growth rescue (activation), hits mostly activators; 390,000 tested, 0.24% active; AID 1347120;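 further: potency means the concentration at half of the fitted maximal effect; plate controls were DMSO vehicle for no effect and reference control for full effect; nearly all actives have a fitted effect of over 55% in size; some results filed as inactive show a strong effect at the top dose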
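Toxicity suppression screen in FUS-yeast. Cells induced with 2% galactose, starting OD 0.005, treated 24hr at 30C with compounds at multiple final concentrations; growth by OD600.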
EPAC2 agonist: activates human EPAC2 exchange factor | EPAC2 activation, biochemical qHTS; response scale: 100% = 6.5 mM cAMP response | Potency, µM (top dose mostly 154 µM), without a hit: top-dose activation, actives largely listed as activators | Q8WZA2 | 360,000 tested, 0.079% active; further: potency means the concentration at half of the fitted maximal effect; nearly all actives have a fitted effect of over 50% in size
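Exchange assay: 100 nM EPAC2 with 250 nM Rap1B-BODIPY-GDP and 50 uM GDP. Fluorescence (ex 480/em 540 nm) read every 5 min for 30 min at room temperature. Data normalized to 6.5 mM cAMP as agonist control.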
D3 antag: antagonists of human D3 dopamine receptor; D3R cells, DiscoveRx beta-arrestin luminescence, antagonist mode; stronger effect = lower value; max response, negative = inhibition, %; 360,000 tested, 2.5% active; AID 652054; in the data active means max response below about -50%; inconclusive means no clear call, values can overlap the other calls; further: on the % scale 0 is the no-effect control and ±100 the full control effect; mostly tested at two doses, the higher about 12 µM
Target sequence (P35462 whole entry, looked up): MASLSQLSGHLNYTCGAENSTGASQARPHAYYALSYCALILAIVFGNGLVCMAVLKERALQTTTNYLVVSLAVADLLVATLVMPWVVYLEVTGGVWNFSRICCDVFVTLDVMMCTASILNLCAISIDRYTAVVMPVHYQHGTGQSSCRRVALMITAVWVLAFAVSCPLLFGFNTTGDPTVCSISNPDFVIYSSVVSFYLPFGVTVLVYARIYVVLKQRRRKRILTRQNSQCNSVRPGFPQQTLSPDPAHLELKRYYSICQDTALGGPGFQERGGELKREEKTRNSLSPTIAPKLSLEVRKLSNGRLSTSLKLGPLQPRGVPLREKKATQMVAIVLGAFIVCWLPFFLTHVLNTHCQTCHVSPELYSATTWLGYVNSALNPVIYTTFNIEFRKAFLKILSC
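Cells plated overnight at 1500 cells/well, then exposed to library compounds with dopamine controls for 90 minutes at 37 degrees C. DiscoveRx reagent added for 30–60 minutes at room temperature; luminescence read, quantitative HTS format.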
EPAC2 antag: antagonists of human EPAC2; EPAC2 GEF exchange of Rap1B-BODIPY-GDP, fluorescence; Potency, µM (highest dose often 114 µM), for the others: at the top dose activity, negative = inhibition, usual class: inhibitors; 360,000 tested, 0.18% active; further: potency means the concentration at half of the fitted maximal effect; on the % scale 0 is the no-effect control and ±100 the full control effect; nearly all actives have a fitted effect of over 45% in size; many of its hits are not listed in these tables
DRD3 agonist: activates the human D3 dopamine receptor; P35462; D3R DiscoveRx beta-arrestin cells, luminescence, 90 min; max activation, %; 410,000 tested, 0.58% active; AID 652048; in the data active means max activation above about 30%; further: 0% is about no effect; mostly tested at two doses, the higher about 12 µM
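Agonist mode: compounds and dopamine controls were applied to plated cells for 90 min at 37 degrees C after an overnight attachment at 1500 cells/well. Luminescent read-out followed 30 - 60 minutes at room temperature with DiscoveRx detection reagent.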
Active calls of the source: *; ? = inconclusive; . = no result given; [ ] = another dose, or the depositor's remark. Unless noted, the call rests on the fitted dose curve; in most records, active means well fitted curve in the direction sought with a large enough effect; inconclusive means small, poorly fitted or top-dose-only effect, or another doubt; inactive means no such curve, though single readings can be large; an effect the other way counts as inactive or inconclusive.

structure	aSyn yeast inh	Abeta yeast res	TDP-43 yeast inh	FUS yeast rescue	EPAC2 agonist	D3 antag	EPAC2 antag	DRD3 agonist
Cc1c([N+](=O)[O-])c(C(=O)Sc2ccc(Br)cc2)nn1C	0%	-9%	4%	-15%	3%	7	-21%	4
CC(C)C(OC(=O)c1nsc(Cl)c1Cl)C(=O)NCC1CCCO1 (stereo not given)	3%	-11%	-21%	11%	4%	16	13%	-3
O=C(COc1ccccc1F)N/N=C1\CCCc2ccccc21	0%	8%	19%	6%	-12%	9	-16%	1
CC(C)C(c1nnnn1Cc1ccc(F)cc1)N1CCC(C(N)=O)CC1 (stereo not given)	1%	-12%	14%	3%	5%	-19	-3%	-3
COc1ccc(Nc2nc3[nH]c(=O)cc(O)c3s2)cc1	-4%	-14%	10%[9.22 µM]	24%	6%	3	2%	0
C/C(=N\N=C1\NC(=O)C(CC(=O)Nc2ccc(Cl)cc2)S1)c1ccco1 (stereo not given)	3%	-2%	-10%	-2%	-1%	-5	-3%	4
CCc1nnc2n1N=C(c1cccc([N+](=O)[O-])c1)CS2	-1%	-97%[inhibitor]	2%	-24%	4%	4	9%	-5
Cn1c(=NC(=O)c2ccccc2[N+](=O)[O-])sc2cc(S(C)(=O)=O)ccc21	-8%	5%	9%	.	6%	12	16%	-2
CC(C)n1cc(/C=C2/NC(=O)NC2=O)c2ccccc21	0%	-2%	-1%	28%	-1%	-29	9%	5
Clc1ccc2ccc3cccnc3c2n1	5%	-26%	?	-14%	3%	11	10%	-2
COCCNC(=O)C(OC(=O)c1cccs1)c1ccccc1 (stereo not given)	1%	2%	-3%	-9%	0%	3	11%	3
Cc1ccc(C(=O)NCc2ccc(F)cc2)cc1NC1=NC2CS(=O)(=O)CC2S1 (stereo not given)	-1%	-3%	0%	-1%	6%	0	14%	0
Cc1ccc(/C=N/NC(=O)COc2ccc(Cl)c(C)c2)o1	-12%	-2%	3%	-10%	1%	19	-1%	7
CSc1ccc(-c2c(C#N)c(N)nc3c2CCCC3)cc1	0%	-1%	20%	4%	3%	0	8%	6
CCN(CC(=O)Nc1ccccc1OC)CC(=O)Nc1ccccc1C(F)(F)F	4%	20%	1%	20%	0%	2	-3%	-2
C=CCOC(=O)C1=C(C)NC(SCC(=O)Nc2ccc(C)c(Cl)c2)=C(C#N)C1c1ccco1 (stereo not given)	0%	8%	2%	28%	-3%	-10	5%	-1
O=C(CSc1nncs1)Nc1ccc2c(c1)OCO2	-1%	7%	19%	-27%	0%	16	7%	2
C[C@@H]1CCCCO[C@@H](CN(C)C(=O)c2ccncc2)[C@@H](C)CN([C@H](C)CO)C(=O)c2cc(N(C)C)ccc2O1	-9%	-10%	17%	-9%	9%	13	3%	1
CCOc1cc(/C=N/NC(=O)c2ccc(NC(=O)C3CC3)cc2)ccc1O	4%	15%	9%	34%	0%	-14	3%	-3
CCCC(CCC(=O)Nc1ccc(C(=O)OC)cc1)C(=O)O (stereo not given)	1%	0%[9.22 µM]	-1%	-33%	9%	18	-9%	-5
COc1ccc(N2CCN(C(=O)CN3C(=O)COc4ccccc43)CC2)cc1	0%	-9%	17%	-9%	9%	11	-4%	2
CC(=O)NC(=S)Nc1cccc(S(=O)(=O)NC2=NCCC2)c1	-2%	0%	15%	.	3%	23	3%	-10
CC(C)CC(=O)N1CCN(S(=O)(=O)c2ccccc2)CC1	.	8%	4%	-5%	-4%	-24	10%	3
COc1ccccc1N1CCN(CCCNC(=O)c2cnn(-c3ccccc3Cl)c2C2CCN(C(=O)OC(C)(C)C)CC2)CC1	.	3%	20%	28%	.	.	.	-21
COCC(C)NCc1cccc([N+](=O)[O-])c1 (stereo not given)	-3%	-3%	-16%	-2%	1%	?	3%	-19
CCOCCSc1c(C)cnc2c1c(=O)n(C)c(=O)n2C	.	0%	22%	-8%	.	.	.	-1
O=C(NCc1ccccc1Cl)c1cc(=O)[nH]c2ccccc12	-5%	-4%	-23%	1%	3%	21	25%	4
CCC(C)CN1C(=O)CSCC1(C)C(=O)NC(C)C (stereo not given)	1%	-1%	22%	-9%	7%	-1	2%	-1
CN(C(=O)COC(=O)CNC(=O)c1sc2ccccc2c1Cl)c1ccccc1	7%	5%	26%	.	-4%	2	9%	5
CC1(C)NC(=O)N(CC(=O)Nc2nc(-c3ccc(F)cc3)cs2)C1=O	6%	12%	19%	.	-3%	8	17%	4
COc1ccc(/C=N/n2c(-c3cc(C)[nH]n3)n[nH]c2=S)cc1	-7%	1%	4%	-6%	14%	?	-5%	-22
Cc1cc(C)nc(Nc2ncc(O)n2-c2ccc(Br)cc2)n1	-2%	-10%	-9%	16%	11%	-20	9%	-3
O=C(CSc1nc2ccc(Nc3nc(N4CCOCC4)nc(N4CCOCC4)n3)cc2s1)NCc1ccco1	6%	13%	-1%	20%	3%	7	8%	13
COc1cccc(C2C3=C(CC(C)(C)CC3=O)Nc3cc4c(cc32)OCO4)c1 (stereo not given)	4%	12%	24%	-6%	16%	-16	-14%	1
Nc1ccn([C@@H]2O[C@H](CNCc3ccc(-c4cc(C(F)(F)F)ccc4Cl)o3)[C@@H](O)[C@H]2O)c(=O)n1	-1%	5%	0%	1%	5%	?	-3%	-8
CC(CCc1ccccc1)NC(=O)N1CCOCC1 (stereo not given)	0%	11%	14%	.	-5%	5	5%	6
CN(Cc1ccccc1)C(=O)c1cccc(NC(=O)Cc2ccc(NC(=O)C3CCN(C(=O)C4CCCCC4)CC3)cc2)c1	1%	7%	17%	?	-3%	21	-6%	11
COc1ccc(OC)c(S(=O)(=O)Nc2ccccc2C(=O)O)c1	-6%	-4%	-2%	15%	-4%	?	-2%	-1
COc1ccc(C2C(C(=O)Nc3ccc(C)cc3C)=C(C)Nc3nc(SC)nn32)cc1OC (stereo not given)	.	-8%	22%	-25%	.	.	.	6
CSCC[C@H](NC(=O)C(C)Oc1ccc(Cl)cc1)c1nc2ccccc2[nH]1 (stereo not given in full)	3%	7%	-14%[0.397 µM]	20%	3%	-8	5%	-15
O=C(c1ccc(F)cc1)N1CCC(n2nnc3ccccc32)CC1	-4%	-21%	9%	8%	17%	-6	4%	-1
COc1ccc(NC(=S)N(CCc2ccncc2)C(C)C)cc1Cl	1%	3%	20%	-8%	10%	24	0%	2
CCn1c(SCc2nc(-c3cccs3)no2)nnc1-c1c[nH]c2ccccc12	-17%	-11%	-15%	6%	8%	-23	-9%	-5
O=C(c1ccncc1)N1CCN(S(=O)(=O)c2ccc(OC(F)(F)F)cc2)CC1	7%	0%	-1%	.	-3%	0	1%	1
O=C(CN1CCOc2ccccc21)NCc1ccco1	-1%	-1%	-4%	-6%	7%	-5	16%	-2
COc1ccc(C(=O)Nc2ccccc2)cc1NC(=O)c1ccc([N+](=O)[O-])cc1	3%	-1%	-15%[1.82 µM]	38%	6%	-6	-10%	-3
C/C(CC(=O)Nc1ccc2c(c1)OCO2)=N\NC(=O)OC(C)(C)C	0%	5%	-9%	11%	1%	1	-11%	8
OCC(O)CN1CCCC1 (stereo not given)	2%	-2%	2%	-23%	11%	-6	-1%	-1
CC(=O)c1ccc(Nc2nc3ccccc3nc2NS(=O)(=O)c2cccs2)cc1	-2%	.	3%	-5%	1%	-19	-10%	9
Cc1cc(C)c(C(N)=O)c(SCC(=O)c2cc(C)n(-c3cc(C)on3)c2C)n1	6%	5%	35µM*	-8%	0%	36	-3%	20
CC[n+]1c(/C=C/N(C)c2ccccc2)n(-c2ccccc2)c2ccc(-c3nc4ccccc4s3)cc21	-68%[inhibitor]	-92%[inhibitor]	-90%[inhibitor]	33%	9%	23	-14%	27
Clc1cccc(Cc2c(C3CCCCC3)nc3ccc(Cl)cn23)c1	-20%	7%	?	11%	13%	7	?	-5
Cc1cc(C)cc(N(CC(=O)NCc2ccccc2Cl)S(=O)(=O)c2c(C)noc2C)c1	.	-2%	11%	-3%	.	.	.	0
Cc1ccc(-c2nnn(CC(=O)N(CC(=O)NC3CCCCC3)c3ccccc3F)n2)o1	-1%	-7%	6%	27%	1%	-8	1%	23
CCN(CC(=O)NCc1cccs1)C(=O)C1CC(=O)N(c2ccc(OC)cc2OC)C1 (stereo not given)	-3%	-4%	-4%	9%	11%	-12	-1%	-13
CCSC1=C(C#N)C(c2cccc(OC)c2)CC(=O)N1 (stereo not given)	2%	7%[9.22 µM]	8%	-32%	-4%	-2	-5%	2
Cc1cc(C)cc(NC(=O)CSc2nnc(-c3ccc(S(=O)(=O)N4CCCC4)cc3)o2)c1	1%	0%	-22%	?	0%	-14	4%	-12
CC(C)C(=O)Nc1cccc(-c2csc(-c3ccccc3)n2)c1	-5%	12%	?	-18%	0%	5	-8%	2
COC(=O)c1ccc(NC(=O)c2sc3nc(-c4ccccc4)cn3c2C)cc1	-1%	12%	?	11%	-10%	30	10%	5
Cc1ccc(S(=O)(=O)NCC(=O)N(CC2CCCO2)C(C(=O)NCC2CCCO2)C(C)C)cc1 (stereo not given)	3%	-6%	3%	2%	0%	13	11%	21
O=C(NN1C(=O)c2ccccc2NC1c1ccccc1OCc1ccccc1)c1ccncc1 (stereo not given)	0%	-4%	-32%[inhibitor]	-1%	-2%	15	-4%	-7
O=C(COc1ccccc1[N+](=O)[O-])N(Cc1ccco1)C1CCS(=O)(=O)C1 (stereo not given)	-8%	-5%	4%	7%	3%	-6	4%	2

An excerpt of these results, with values under each structure:
Value order – aSyn yeast inh, Abeta yeast res, TDP-43 yeast inh, FUS yeast rescue, EPAC2 agonist, D3 antag, EPAC2 antag, DRD3 agonist
CCc1nnc2n1N=C(c1cccc([N+](=O)[O-])c1)CS2
→ -1%, -97%[inhibitor], 2%, -24%, 4%, 4, 9%, -5
CC(C)C(OC(=O)c1nsc(Cl)c1Cl)C(=O)NCC1CCCO1 (stereo not given)
→ 3%, -11%, -21%, 11%, 4%, 16, 13%, -3
COc1ccc(N2CCN(C(=O)CN3C(=O)COc4ccccc43)CC2)cc1
→ 0%, -9%, 17%, -9%, 9%, 11, -4%, 2

High-throughput results (PubChem BioAssay)

The list is partial; rates above refer to the full screens.
